# Source: PubChem
# hgDAF-12 ag: agonists of H. glycines DAF-12 nuclear receptor; HEK293 GAL4-hgDAF12 UAS-luciferase reporter, agonist luminescence; normalized to butyrate control; activation, % at 6.8 µM; hit rate 1.8% among 370,000;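 active means activation above a cutoff set at the mean of all screened compounds plus 3 SD, cut at about 10% in these data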;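 further: 0% = DMSO wells and 100% = sodium butyrate wells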
# GAA850 FXN act: activators of GAA850 frataxin (FXN) promoter. AID 540364. hit rate 0.56% among 360,000. HEK293 lucGAA850 FXN promoter luciferase reporter, 24 h; percent of 10 µM SAHA response. activation, % at 6 µM;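 active means activation above the average of all compounds screened plus 3 SD, cutoff fixed separately per campaign, cut at about 7.5% in these data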;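 further: 0% = DMSO wells and 100% = 10 µM SAHA wells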
# SMARCA2 act: activators of SMARCA2 function. MG213 cells, MMTV-luciferase reporter, dexamethasone, overnight. activation, % at 9.1 µM. hit rate 1% among 370,000; in the data active means activation above about 7.8%;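 further: 0% = vehicle wells and 100% = reference activator wells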
# GC-A act: GC-A (human) enzyme activation. hit rate 0.14% among 370,000. activation, % at 10 µM. HEK293 GC-A cells, cGMP TR-FRET, EC30 ANP; 0% at EC30 ANP, 100% saturating ANP. P16066. AID 1671463; in the data active means activation above about 40%
# DAX1 inh-1: inhibits human nuclear receptor DAX1 | P51843 | HEK293 Gal4-DAX1 luciferase reporter, luminescence | inhibition, % at 6.75 µM | hit rate 0.99% among 340,000 | AID 504766;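 active means inhibition above the mean over all tested compounds plus 3 SD, cut at about 4.2% in these data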;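 further: 0% = DAX1-transfected cells with DMSO and 100% = empty-vector control cells with DMSO; inhibition shows as a rise in luminescence from relieved DAX1 repression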
# hcDAF-12 act: activators of H. contortus DAF-12 nuclear receptor; AID 652067; HEK293 hcDAF-12 lit1-tk-luc reporter, luminescence; 0% DMSO, 100% Δ7-dafachronic acid; activation, % at 6.8 µM; hit rate 1.4% among 370,000;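 active means activation above the mean of all tested compounds plus 3 SD, cut at about 5.5% in these data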;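 further: 100% = response to 3 µM Δ7-dafachronic acid high control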
# ADAM10 inh: inhibits human ADAM10; O14672; recombinant ADAM10, EDANS/DABCYL FRET peptide cleavage, 3 h; inhibition, % at 7 µM; hit rate 0.62% among 370,000;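 active means inhibition above a per-campaign cutoff equal to the mean of compounds falling between control-based bounds plus 3 SD, cut at about 20% in these data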;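 further: 0% = DMSO wells while the 100% control is not disclosed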
# DAX1 inh-2: inhibitors of DAX1 repression of SF-1 activated StAR promoter | HEK293T StAR-luciferase reporter, SF-1/DAX-1 repression relief | AID 652010 | inhibition, % at 6.8 µM | hit rate 1.1% among 370,000;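 active means inhibition above the mean over all tested compounds plus 3 SD, cut at about 3.6% in these data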;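 further: 0% = DAX-1 cells with DMSO and 100% = cells lacking DAX-1 with DMSO; higher inhibition means more luminescence from relief of DAX-1 repression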
# NPR2 activator: GC-B (human) receptor activation; P20594; HEK293-GC-B cells, CNP EC30, cGMP TR-FRET; 0% at EC30 CNP, 100% saturating CNP; activation, % at 10 µM; hit rate 0.11% among 370,000; AID 1920062;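 active means activation at 10 µM reaching about 35% in either raw or pattern-adjusted values, limit read from the data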
# Target sequence (P20594 whole entry, looked up): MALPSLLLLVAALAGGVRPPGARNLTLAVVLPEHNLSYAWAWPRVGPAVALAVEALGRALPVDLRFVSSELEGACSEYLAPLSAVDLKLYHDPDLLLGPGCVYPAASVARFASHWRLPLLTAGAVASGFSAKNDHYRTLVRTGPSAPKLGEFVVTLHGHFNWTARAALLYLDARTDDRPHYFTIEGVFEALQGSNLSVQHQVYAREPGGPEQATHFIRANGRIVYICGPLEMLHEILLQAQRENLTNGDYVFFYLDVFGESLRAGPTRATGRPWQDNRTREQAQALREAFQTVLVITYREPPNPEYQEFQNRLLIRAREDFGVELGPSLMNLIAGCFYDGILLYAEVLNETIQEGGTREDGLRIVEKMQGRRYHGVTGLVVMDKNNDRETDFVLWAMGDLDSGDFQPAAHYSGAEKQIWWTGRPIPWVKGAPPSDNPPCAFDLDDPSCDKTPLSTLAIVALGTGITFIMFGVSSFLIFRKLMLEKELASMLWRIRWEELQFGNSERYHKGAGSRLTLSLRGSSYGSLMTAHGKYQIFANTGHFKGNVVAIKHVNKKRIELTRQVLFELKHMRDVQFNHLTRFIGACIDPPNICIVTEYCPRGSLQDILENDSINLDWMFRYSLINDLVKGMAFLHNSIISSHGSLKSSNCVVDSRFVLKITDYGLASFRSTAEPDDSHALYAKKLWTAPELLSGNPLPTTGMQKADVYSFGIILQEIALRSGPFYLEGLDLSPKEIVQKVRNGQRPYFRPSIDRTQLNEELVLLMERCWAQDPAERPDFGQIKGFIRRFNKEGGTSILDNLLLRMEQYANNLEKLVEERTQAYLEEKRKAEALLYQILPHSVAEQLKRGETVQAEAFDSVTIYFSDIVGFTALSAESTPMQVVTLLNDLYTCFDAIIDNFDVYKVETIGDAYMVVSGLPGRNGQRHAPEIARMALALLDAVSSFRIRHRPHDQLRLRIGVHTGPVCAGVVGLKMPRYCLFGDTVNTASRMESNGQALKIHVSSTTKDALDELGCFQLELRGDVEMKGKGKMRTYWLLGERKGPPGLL
# sPLA2-III inh: Blocks human group III sPLA2 activity | Q9NZ20 | QFRET BODIPY PC-A2 liposome hydrolysis, fluorescence | inhibition, % at 12.2 µM | hit rate 0.56% among 370,000;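 active means inhibition above mean plus 3 SD of compounds lying within the high and low control bounds, cut at about 19% in these data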;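 further: 0% = median of test compound wells and 100% = no enzyme DMSO wells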
# ssDAF-12 act: activates DAF-12 receptor from parasite S. stercoralis | HEK293 ssDAF-12/GRIP1 lit1-tk-luc reporter, luminescence; % of 3 µM dafachronic acid response | activation, % at 6.8 µM | hit rate 1% among 370,000 | AID 652126;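 active means activation above the mean over all tested compounds plus 3 SD, cut at about 0.9% in these data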;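 further: 0% = DMSO-only wells and 100% = 3 µM delta7-dafachronic acid wells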
# * = called active by the depositor; / = not tested or not shown.
SMILES,hgDAF-12 ag,GAA850 FXN act,SMARCA2 act,GC-A act,DAX1 inh-1,hcDAF-12 act,ADAM10 inh,DAX1 inh-2,NPR2 activator,sPLA2-III inh,ssDAF-12 act
COC(=O)c1ccc(COc2ccc(-c3nnn(CC(N)=O)n3)cc2)cc1,-1.7,0.9,3,2,-0.8,-1.8,0,-0.1,7,6,-1.9
CCNC(=O)CC(=O)Nc1ccccc1C(=O)O,1.4,0.1,1,0,0.8,-0.1,7,-0.5,13,8,-0.4
O=C(NCCO)c1ccc(CSc2nc3ccccc3[nH]2)cc1,-1.4,1.5,1,-2,0.0,-1.2,-10,0.2,3,-1,-0.8
COC(=O)c1cc(Br)c(=O)n(Cc2ccc3c(c2)OCO3)c1,1.9,0.1,-1,-8,0.4,-0.6,-10,0.4,-11,1,-1.6
Cc1cc(C)c(C#N)c(SCC(=O)Nc2ccccc2)n1,12*,4.8,3,-3,1.4,1.5,-1,2.0,2,0,-0.9
COc1ccc(Cl)cc1NC(=O)CSc1nnc(Cn2c(=O)sc3ccccc32)n1C,2.2,0.1,5,-3,1.8,1.8,-8,-0.1,0,8,0.0
O=C(CN(C(=O)CCNC(=O)c1ccco1)c1ccccc1)NC1CCCC1,-2.1,-0.7,-2,-1,1.2,4.0,-5,0.1,6,-1,0.2
COC(=O)c1ccc(N2CCN(S(=O)(=O)c3ccc(Br)cc3)CC2)c([N+](=O)[O-])c1,-0.4,-0.4,-2,-12,0.3,-1.4,3,0.0,-8,-1,-1.2
C(=C\c1ccccc1)/C=N/n1cnnc1,-0.2,-0.3,-5,-1,0.3,-1.6,-9,0.1,-4,9,-1.3
O=C(CSc1ncn(-c2ccccc2)n1)Nc1nccs1,-1.6,-2.1,-3,2,0.2,0.2,-8,0.0,0,4,-1.4
O=C(OCc1ccccc1)N1CCC2CC1c1cc(NCCc3ccccc3)ccc12 (stereo not given),1.0,3.1,-3,0,0.6,0.0,7,-1.3,5,-3,-0.4
CCCCN(C(=O)c1ccc(C)c(S(=O)(=O)N2CCOCC2)c1)c1c(N)n(CC(C)C)c(=O)[nH]c1=O,0.1,-0.7,1,2,-0.2,1.4,-3,1.6,4,-2,-0.8
COc1ccc(S(=O)(=O)NC(C)C(=O)NCC2CCCO2)cc1OC (stereo not given),-0.9,0.4,-3,0,2.2,-1.1,3,0.1,0,-1,-0.9
S=C(NCCc1ccccc1)Nc1ccccc1Cl,2.6,2.9,-1,2,0.2,-1.5,6,-0.2,8,14,-1.5
O=C(Nc1ccccc1)N(C1=NCCC1)c1ccccc1,-0.3,0.3,-4,26,0.5,1.5,7,0.1,3,-1,-1.1
Brc1ccc(CN2CCCc3nc(-c4ccccc4)ccc32)cc1,4.8,/,-2,5,/,2.4,-74,-1.3,7,8,0.8
COc1nc(NS(=O)(=O)c2ccc(C)cc2)nc(C)c1Cl,-0.5,-1.2,-3,0,-0.7,-0.7,0,-0.6,1,0,-1.0
CCN(NC(=O)C(O)(c1ccc(F)cc1)c1ccc(F)cc1)C(=O)c1ccccc1,0.7,-1.8,0,-3,1.6,0.6,3,-0.7,1,-3,-1.6
COC(=O)C1CN(Cc2cn(Cc3ccc(Cl)cc3)nn2)CCS(=O)(=O)N1Cc1ccc(Cl)cc1 (stereo not given),-4.7,/,-6,-11,/,-3.8,3,-1.9,-15,-13,-2.2
CCOC(=O)N1CCN(C(=O)c2ccccc2N(Cc2ccccc2)S(=O)(=O)c2ccccc2)CC1,-3.0,-1.5,-3,2,-1.5,-2.7,8,-0.5,10,4,-1.3
O=C(NCc1cccc(Cl)c1)c1cccc(S(=O)(=O)N2CCCCC2)c1,2.5,-0.5,0,2,0.3,1.2,0,-1.1,0,4,-0.8
C/C(=N/NC(=O)c1ccc(-c2ccccc2)cc1)c1cc(O)cc(O)c1,-0.3,0.2,-2,-1,-1.1,-1.7,-7,-0.9,-4,3,-0.5
Cc1ccc(N=C2N=C(N)c3ccccc32)c(C)c1,-2.0,3.4,0,1,0.1,2.3,-2,-0.7,-1,0,-0.9
CCC[C@H]1CC(=O)C=C(c2ccsc2)ON1C(=O)OC(C)(C)C,0.2,-0.1,-4,-7,-0.4,0.4,-10,0.3,-7,-4,-0.5

# Some entries already given, limited to ADAM10 inh and ssDAF-12 act:
SMILES	ADAM10 inh	ssDAF-12 act
COc1ccc(S(=O)(=O)NC(C)C(=O)NCC2CCCO2)cc1OC (stereo not given)	3	-0.9
S=C(NCCc1ccccc1)Nc1ccccc1Cl	6	-1.5

# More compounds.
SMILES,hgDAF-12 ag,GAA850 FXN act,SMARCA2 act,GC-A act,DAX1 inh-1,hcDAF-12 act,ADAM10 inh,DAX1 inh-2,NPR2 activator,sPLA2-III inh,ssDAF-12 act
CCCC(=O)Nc1nnc(/C=C/c2ccccc2)s1,6.8,3.7,2,-24,1.1,0.5,-174,0.1,-13,-4,-0.1
COc1ccc(OC)c(CCNC(=O)CS(=O)(=O)Cc2nc(-c3ccc(C)cc3)oc2C)c1,-0.1,-0.1,-3,-4,2.0,0.2,1,-0.3,-9,1,-0.6
CC(Sc1nnc(C(C)Oc2ccccc2F)o1)C(=O)NCc1ccc2c(c1)OCO2 (stereo not given),-0.8,0.1,-3,-6,0.4,-1.0,-10,-1.3,-6,4,-1.6
C#CCOc1c(Br)cc(/C=C2/C(=O)ON=C2C)cc1OC,-0.5,2.6,-1,25,1.7,0.2,0,-0.1,13,-8,-1.0
Cc1ccc(NCC(O)C(O)C(O)CO)c(N=Nc2ccccc2)c1C (stereo not given),-0.6,-0.2,-3,0,-0.3,-1.1,14,-0.4,9,11,-0.9
C[C@H](CO)N1C[C@H](C)[C@@H](CN(C)C(=O)Nc2ccc(C(C)(C)C)cc2)OCc2cn(nn2)CCCC1=O,-1.6,/,1,3,/,-0.2,6,0.5,3,1,-0.4
O=C(CCNS(=O)(=O)c1ccc(Br)s1)NCc1ccc2c(c1)OCO2,-0.2,2.1,-1,1,-0.1,-1.2,2,0.7,1,-11,-1.2
Cc1cc(OCC(=O)OCC(=O)N(C)Cc2ccccc2C)ccc1Cl,2.0,-1.4,-3,2,-0.6,-0.4,1,2.0,-6,-6,-1.0
C/C(=N/NC(=O)CNc1ccc(C)cc1)c1ccc(Cl)cc1,-2.7,0.1,-2,8,1.9,-1.3,3,-0.4,-1,7,-1.1
COc1ccc(NC(=S)N(CCCN2CCOCC2)Cc2cn(C)c3ccccc23)cc1OC,-0.8,0.0,-3,-3,-0.7,1.6,-8,-0.3,-2,9,-1.1
COc1ccccc1CNC(=O)c1ccccc1NS(C)(=O)=O,-1.1,2.8,-2,1,0.7,-0.1,-149,-0.9,6,7,-1.1
C(=Cc1cccnc1)c1ccncc1,4.2,-0.8,-3,-2,-1.1,-1.7,-3,0.3,8,-3,-1.4
Cc1cccc(NC(=O)CCCCC(=O)Nc2cccc(C)c2)c1,-1.1,2.1,0,-3,/,-1.8,-1,-0.1,-2,-12,-2.5
O=C(Nc1ccc(Cl)c(Cl)c1)N1CCSC1c1ccco1 (stereo not given),-0.7,0.4,-3,-6,-0.5,-0.1,9,-0.8,-7,-7,-1.0
Cc1nc2cc(NCc3nc4ccccc4n3Cc3ccccc3)ccc2n1C,4.3,-13,6,23,-1.1,1.6,-26,3.2,4,5,0.0
CC1CCCC(C)N1C(=O)COC(=O)CNC(=O)c1ccc(Cl)cc1Cl (stereo not given),-0.9,0.8,-4,5,1.7,-0.6,-15,0.3,-4,9,-0.9
CC1(C)C(C(N)=O)C(=O)NC(=O)C1C(N)=O (stereo not given),3.0,1.9,-5,5,0.7,-1.9,-10,-0.3,0,5,0.1
O=C(NCc1ccc(F)cc1)C1CCCN1C(=O)NCc1ccccc1 (stereo not given),1.4,-0.8,-1,-2,-0.8,-0.5,-3,-0.3,1,0,-0.8
F[B-](F)(F)c1cncnc1,6.6,/,2,-1,/,0.7,-3,-0.2,8,4,-1.3
Cc1cccc(C)c1NC(=O)C(c1ccccc1)n1c(=O)c(-c2ccccc2)nc2ccccc21 (stereo not given),1.1,/,-3,-6,/,-1.1,-186,1.0,-2,-4,-1.0
O=C(CCNS(=O)(=O)c1ccc(Br)cc1)NCC(c1cccs1)N1CCOCC1 (stereo not given),-5.4,0.0,-1,-4,-1.3,-0.5,4,0.6,-2,-7,-1.4
COC(=O)C[C@@H]1CC[C@H](NC(=O)Nc2cccc(F)c2)[C@@H](CO)O1,-1.4,/,-3,4,/,0.5,-2,1.4,-1,2,0.5
COc1cc(=O)[nH]c(SCc2c(F)c(F)c(F)c(F)c2F)n1,-0.6,0.8,-2,-2,0.8,-0.4,8,-0.3,2,-11,-1.6
COc1cccc(Nc2nc(-c3sc(NC(=O)c4ccccc4)nc3C)cs2)c1,4.2,3.3,3,0,1.0,-3.3,-7,-1.1,4,5,-0.8
COc1ccc(C(=O)NC(=S)Nc2ccc3c(c2)Cc2ccccc2-3)cc1,-0.2,0.6,-1,4,0.1,-0.2,-10,-0.3,1,-1,-0.5
O=C(c1ccc2c(c1)N(Cc1ccccc1F)C(=O)c1ccccc1S2(=O)=O)N1CCCC1,-0.1,-1.4,-1,0,-0.3,-1.4,3,-0.7,0,-2,-1.0
COc1ccc(C)cc1NC(=O)CCCNC(=O)Cn1cnc2sc(C)c(C)c2c1=O,-2.5,0.2,-3,0,0.2,0.3,-1,-0.2,-4,-2,-1.1
Cc1nc2sccn2c(=O)c1S(=O)(=O)N1CCN(c2ccc(F)cc2)CC1,-0.2,1.4,-1,-7,-0.4,-0.3,-15,-1.2,-6,5,-1.1
COc1ccc(C(=O)NC(=S)Nc2ccc3oc(=O)ccc3c2)cc1[N+](=O)[O-],0.8,0.6,-1,-1,0.7,-0.7,0,-0.7,-5,9,-1.2
COc1ccc(OC)c(/C=C2\SC(=S)N(Cc3cccnc3)C2=O)c1,1.7,2.1,-4,0,0.3,-0.4,-7,-0.5,-2,10,-1.8
CCOC(=O)C1CCN(C(=O)Nc2ccc3snnc3c2)CC1,-2.8,-2.0,-6,0,-1.1,-2.4,-30,-0.6,-6,4,-1.6
Fc1cccc(CO/N=C/c2c(-c3ccccc3)nc3ccc(Cl)cn23)c1,-2.8,2.9,-5,-4,0.3,-0.3,5,0.1,5,-2,-1.3
Cc1ccccc1C(=O)NC(=S)Nc1ccccc1C(F)(F)F,-3.9,0.7,-1,1,0.1,-0.7,9,-0.4,-5,4,-1.4
O=C(CCc1nnc2ccc(NCc3ccco3)nn12)N1CCN(c2ccccc2F)CC1,0.2,2.0,2,-3,-0.1,-1.8,4,-0.4,-2,1,-0.8
CCN(CCCNC(=O)Cn1ncc2c([nH]c3ccc(C)cc32)c1=O)c1ccccc1,2.6,-1.2,1,-1,-0.2,-0.8,9,-1.6,-1,1,-1.4
Cc1ccccc1OCCCN1C(=O)C(=O)c2cccc(C)c21,1.4,-2.4,1,-14,-0.3,-0.8,4,0.6,-12,28*,-1.7
